Source: PubChem
CHRM4 agonist = human M4 muscarinic receptor agonists, primary screen, CHO-K1 cells, Fluo-8 calcium fluorescence; CHO-K1 hM4/Gqi5; vehicle 0%, full acetylcholine response 100%; Muscarinic acetylcholine receptor M4 (Homo sapiens), P08173; activation, % at 3 µM; AID 624127, 2012; 360,000 tested, 0.14% active;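 active = activation above the run mean over all test wells plus 3 SD, cut at about 32% in these data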;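 note: peak over basal fluorescence ratio per well then scaled between controls; 0% = DMSO wells and 100% = acetylcholine at EC100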
M4 antag = human M4 muscarinic receptor antagonists, primary screen, CHO cells, Fluo-8 calcium fluorescence; Muscarinic acetylcholine receptor M4 (Homo sapiens), P08173; CHO-hM4 cells, ACh EC80; inhibition, % at 3 µM; 360,000 tested, 0.73% active; AID 624125, 2012;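 active = inhibition above its plate's cutoff, the mean inhibition of sample wells plus 3 SD, cut at about 27% in these data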;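 note: 0% = acetylcholine EC80 with DMSO and 100% = DMSO without agonist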
M1 ag = human M1 muscarinic receptor agonists, primary screen, Fluo-8 calcium fluorescence, CHO-K1 cells, HTS | Muscarinic acetylcholine receptor M1 (Homo sapiens), P11229 | CHO-K1 hM1, agonist mode; 0% DMSO, 100% acetylcholine EC100 | activation, % at 3 µM | 360,000 tested, 0.33% active | AID 588814, 2011;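 active = activation above the run's mean compound activation plus 3 SD, cut at about 16% in these data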;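 note: peak over basal fluorescence ratio within a 140 s kinetic read after compound addition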
Target sequence (P11229 whole entry, looked up): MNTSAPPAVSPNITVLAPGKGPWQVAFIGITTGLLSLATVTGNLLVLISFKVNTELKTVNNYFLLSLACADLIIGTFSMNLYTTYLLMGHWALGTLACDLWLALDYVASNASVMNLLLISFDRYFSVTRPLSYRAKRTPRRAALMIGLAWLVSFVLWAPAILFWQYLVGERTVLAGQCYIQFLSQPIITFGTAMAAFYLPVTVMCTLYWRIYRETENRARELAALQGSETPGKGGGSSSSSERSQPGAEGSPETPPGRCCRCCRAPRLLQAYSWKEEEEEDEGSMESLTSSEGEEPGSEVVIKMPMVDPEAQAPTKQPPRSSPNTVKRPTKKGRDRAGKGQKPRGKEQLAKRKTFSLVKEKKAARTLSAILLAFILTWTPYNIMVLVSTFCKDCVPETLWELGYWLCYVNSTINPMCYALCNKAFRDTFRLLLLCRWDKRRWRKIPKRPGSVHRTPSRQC
OXTR potentiate = human OXTR potentiators, primary screen, fluorescence, CHO-OTR cells, Fluo-8 calcium; Oxytocin receptor (Homo sapiens), P30559; Fluo-8 calcium fluorescence, potentiator mode; 0% = oxytocin EC15, 100% = EC100; activation, % at 3 µM; 320,000 tested, 0.061% active;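 active = activation above that plate's cutoff, the mean activation of tested compounds plus 3 SD, cut at about 6.6% in these data, passing the limit was not always enough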;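 note: 100% uses oxytocin at 75 nM as the full agonist control; some results filed as inactive read as strong as hits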
Target sequence (P30559 whole entry, looked up): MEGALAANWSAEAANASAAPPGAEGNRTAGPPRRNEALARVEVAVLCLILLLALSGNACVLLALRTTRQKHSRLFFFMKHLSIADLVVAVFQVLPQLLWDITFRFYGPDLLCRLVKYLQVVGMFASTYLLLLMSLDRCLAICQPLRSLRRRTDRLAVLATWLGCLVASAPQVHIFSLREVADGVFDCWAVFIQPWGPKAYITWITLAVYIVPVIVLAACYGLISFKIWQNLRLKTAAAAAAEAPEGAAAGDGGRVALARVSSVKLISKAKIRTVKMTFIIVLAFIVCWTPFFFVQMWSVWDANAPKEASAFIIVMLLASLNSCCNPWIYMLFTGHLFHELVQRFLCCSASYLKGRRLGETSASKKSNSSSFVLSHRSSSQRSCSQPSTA
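Assay system: CHO cell line stably expressing human OTR. Reagent: EC15 oxytocin agonist. Dosing: single dose, 3.0 µM nominal final compound concentration. Timing: compound 6 min at room temperature before oxytocin, 100 s read. Signal: kinetic Fluo-8 calcium fluorescence. Controls: oxytocin EC15 low and EC100 high.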
CHO-K1 Ca ag = counter-screen for M1 agonists: effect in parental CHO-K1 cells; Fluo-8 calcium fluorescence; scaled to maximal ATP response, vehicle zero; activation, % at 3 µM; 360,000 tested, 0.48% active; AID 602248, 2012; in the data active = activation above about 15%;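 note: untransfected CHO-K1 host cells lacking M1 receptor as counterscreen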
M1 antag = human M1 muscarinic receptor antagonists, primary screen, CHO-K1 cells, Fluo-8 calcium fluorescence, 1536-well. Muscarinic acetylcholine receptor M1 (Homo sapiens), P11229. CHO-K1 hM1, ACh EC80 antagonist. inhibition, % at 3 µM. 360,000 tested, 1.3% active. AID 588852, 2011;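 active = percent inhibition above its own plate's cutoff, namely the mean of that plate's compound wells plus 3 SD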;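 note: peak over basal fluorescence ratio during 140 s after agonist addition; 0% = ACh EC80 plus DMSO and 100% = DMSO alone without agonist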
CHO parental Ca = ATP-evoked calcium signal inhibitors, parental CHO, primary screen, counter-screen for OX1R antagonist project, cell-based, fluorescence, Fluo-8 calcium dye; parental CHO-K1, ATP-induced calcium, Fluo-8 fluorescence; inhibition, % at 5.6 µM; AID 463079, 2010; 330,000 tested, 0.63% active;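 active = inhibition above that plate's mean sample inhibition plus 3 SD, cut at about 26% in these data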;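 note: 0% = ATP-challenged DMSO wells and 100% = DMSO wells without ATP; some compounds past the cut are filed as inactive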
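Test system: untransfected parental CHO cell line; also added: ATP stimulus; dosing: 5.6 µM, single dose; signal: calcium-sensitive Fluo-8 fluorescence; measure: percent inhibition of ATP-evoked calcium rise, normalized to controls; benchmarks: low control ATP plus DMSO, high control DMSO only; replication: one well per compound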
CHRM1 PAM = human M1 muscarinic receptor positive allosteric modulators, primary screen, CHO-K1 cells, Fluo-8 calcium fluorescence, 1536-well; AID 588819, 2011; CHO-K1 hM1, ACh EC20; 0% = ACh EC20, 100% = maximal ACh; activation, % at 3 µM; 360,000 tested, 0.088% active; Muscarinic acetylcholine receptor M1 (Homo sapiens), P11229; in the data active = activation above about 19%, passing the limit was not always enough
CHO-K1 Ca antag = nonselective inhibitor or artifact in parental CHO-K1 cells; inhibition, % at 3 µM; 360,000 tested, 0.6% active; ATP-induced calcium, Fluo-8 fluorescence; AID 602250;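 active = inhibition above a per-plate cutoff, the plate's mean sample inhibition plus 3 SD, cut at about 24% in these data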;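 note: 0% = DMSO plus EC80 ATP and 100% = DMSO alone without ATP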
* marks the source's active call; other numbers are inactive results; · = no result given.

SMILES	CHRM4 agonist	M4 antag	M1 ag	OXTR potentiate	CHO-K1 Ca ag	M1 antag	CHO parental Ca	CHRM1 PAM	CHO-K1 Ca antag
COc1ccc(C)cc1S(=O)(=O)Nc1ccc(F)c(Cl)c1	2	11	-1	-5	0.5	10	-14	1	0
CC(C)NC(=O)NC(=O)COc1c(F)c(F)cc(F)c1F	0	-4	-5	-10	-0.1	6	-10	-8	-3
O=C(O)C1CCC(CN(Cc2cccc(Br)c2)C(=S)Nc2ccccc2F)CC1 (stereo not given)	1	3	-1	-16	0.8	-6	-4	10	-16
COc1cccc(CNS(=O)(=O)c2cc(Br)cc3c2N(C(C)=O)C(C)C3)c1 (stereo not given)	2	3	-1	2	0.6	13	-16	-8	17
Cc1ccc(OCC(=O)NC2CCSc3ccccc32)cc1 (stereo not given)	1	-25	-5	-8	-0.8	0	-21	2	-1
FC(F)(F)c1ccc(Oc2ccc3c(C(F)(F)F)cc(C(F)(F)F)nc3n2)cc1	1	1	-5	-7	0.3	-5	3	4	-10
COc1cc2c(cc1OC)C1CCN3C(=O)CCC3N1CC2 (stereo not given)	1	-16	-2	·	0.1	-12	·	3	-5
Cc1nc(N2CCN(c3ccccc3)CC2)nc2c1C(=O)CC(c1ccccc1)C2 (stereo not given)	-1	-4	-1	0	0.1	1	-5	1	4
CCCCCCOC(=O)C[N+](C)(C)CCOC1CC2CCC1(C)C2(C)C (stereo not given)	0	-6	-3	-3	-0.4	-5	8	10	-2
N#Cc1c(N)n[nH]c1CCCN	2	-2	-6	1	1.0	8	-5	-2	13

Single records (already shown). Order of values: CHRM4 agonist | M4 antag | M1 ag | OXTR potentiate | CHO-K1 Ca ag | M1 antag | CHO parental Ca | CHRM1 PAM | CHO-K1 Ca antag
Shown for O=C(O)C1CCC(CN(Cc2cccc(Br)c2)C(=S)Nc2ccccc2F)CC1 (stereo not given) = 1 | 3 | -1 | -16 | 0.8 | -6 | -4 | 10 | -16
Shown for N#Cc1c(N)n[nH]c1CCCN = 2 | -2 | -6 | 1 | 1.0 | 8 | -5 | -2 | 13
Shown for COc1cccc(CNS(=O)(=O)c2cc(Br)cc3c2N(C(C)=O)C(C)C3)c1 (stereo not given) = 2 | 3 | -1 | 2 | 0.6 | 13 | -16 | -8 | 17
Shown for COc1ccc(C)cc1S(=O)(=O)Nc1ccc(F)c(Cl)c1 = 2 | 11 | -1 | -5 | 0.5 | 10 | -14 | 1 | 0

Ordered by heavy-atom count (highest first): part of the list above.
SMILES	CHRM4 agonist	M4 antag	M1 ag	OXTR potentiate	CHO-K1 Ca ag	M1 antag	CHO parental Ca	CHRM1 PAM	CHO-K1 Ca antag
FC(F)(F)c1ccc(Oc2ccc3c(C(F)(F)F)cc(C(F)(F)F)nc3n2)cc1	1	1	-5	-7	0.3	-5	3	4	-10
COc1cc2c(cc1OC)C1CCN3C(=O)CCC3N1CC2 (stereo not given)	1	-16	-2	·	0.1	-12	·	3	-5
CC(C)NC(=O)NC(=O)COc1c(F)c(F)cc(F)c1F	0	-4	-5	-10	-0.1	6	-10	-8	-3
N#Cc1c(N)n[nH]c1CCCN	2	-2	-6	1	1.0	8	-5	-2	13

(more compounds)
SMILES	CHRM4 agonist	M4 antag	M1 ag	OXTR potentiate	CHO-K1 Ca ag	M1 antag	CHO parental Ca	CHRM1 PAM	CHO-K1 Ca antag
O=C(NCC1CCCO1)c1ccccc1NS(=O)(=O)c1ccc(F)cc1 (stereo not given)	0	-11	-3	-6	0.3	-6	-4	3	-11
O=C(Nc1ccc(Cl)cc1C(F)(F)F)c1ccc(Cl)cc1	-1	0	-4	-15	0.1	-2	10	-6	-1
O=C(O)CSc1cccnc1Sc1ccc(Cl)cc1	1	-1	-1	-2	0.1	-11	-11	10	-10
Cc1nc(NC(=O)CSc2nnc(-c3ccc4c(c3)OCO4)o2)c(Cl)cc1Cl	1	-5	-6	-14	0.4	-1	-22	-4	-4
Cc1cc(C)nc(SCNC(=O)c2ccc(Cl)cc2)n1	2	-7	-2	-1	0.7	-9	-9	8	-2
Cn1c(O)c(N=NC(=N)N)c2ccccc21	0	8	-2	-2	-0.6	-8	-1	11	2
CN(C)CCCN(C(=O)c1ccc2c(c1)OCCO2)c1nc2ccc(Cl)cc2s1	8	3	-4	-13	8.6	-3	12	1	4
CCc1nonc1NC(=O)COc1cc(C)c(Cl)c(C)c1	6	-11	-1	-9	5.8	8	-4	-10	-11
O=C(NC1CCN(Cc2ccccc2)CC1)c1cccc(S(=O)(=O)Nc2ccc(F)cc2)c1	6	0	-6	-13	2.5	7	-15	-9	19
CN1CCN(CCCCC(=O)c2ccccc2)CC1	1	-5	-4	-3	0.9	-8	7	1	-14
CN(C(=O)c1cc2c(=O)n3ccccc3nc2n1C)C1CCCCC1	3	-6	-3	-3	1.7	-6	-4	3	-7
C=CCC1CCC/C(=N\NS(=O)(=O)c2ccc(C)cc2)C1 (stereo not given)	-1	2	2	-6	0.2	-12	3	17	6
CC(=O)C1=C(C)NC(=O)NC1c1ccc(OC2CCCC2)cc1 (stereo not given)	0	3	-5	-7	0.1	-1	-5	5	-5
Nc1cc(-c2ccc(Cl)cc2)nn1S(=O)(=O)c1cccc2nsnc12	0	1	-10	-4	0.5	-3	-1	2	-9
O=C(COc1ccc(Br)cc1)NCc1ccccn1	2	-4	5	-1	-0.2	0	-4	7	-6
CCCCC12CN3CC(C)(CN(C1)C3c1ccc([N+](=O)[O-])o1)C2=O (stereo not given)	1	-8	-2	-7	0.1	-25	-10	17	-8
O=C(CS(=O)CC(=O)N(c1ccccc1)C(C(=O)NC1CCCC1)c1cccs1)Nc1ccc(F)cc1 (stereo not given)	0	-5	-1	3	0.0	-1	-19	3	-8
C=CCn1c(SCC(=O)Nc2ccccc2F)nc2ccccc2c1=O	0	-13	-8	10	0.2	-19	-34	8	-5
CCCc1cc(=O)[nH]c(SCCCCN2C(=O)c3ccccc3C2=O)n1	2	-17	-5	-19	1.1	-7	-17	9	1
CCCCN(C)C(=O)c1sc(=O)n(Cc2ccccc2F)c1C	5	-32	-6	·	0.9	-4	·	1	-2
CCOC(=O)C(C)Sc1snnc1C (stereo not given)	0	5	-3	4	0.0	-7	-5	11	7
O=C(CSc1nnc(-c2ccco2)n1-c1ccccc1)NCCc1ccccc1	2	-4	-1	-6	0.6	-9	-23	7	-2
CCCc1cc(-c2[nH]ncc2-c2ccc3c(c2)OCCCO3)c(O)cc1O	6	13	-3	-2	2.1	14	14	-7	1
COC(=O)C1CC(O)CN1C(=O)Nc1cccc(C(F)(F)F)c1 (stereo not given)	0	-3	-2	-4	-0.8	-3	-11	12	29*
O=C(COC(=O)c1ccccc1Cl)Nc1nccs1	1	-1	-4	0	4.9	-1	-15	4	4
Cc1ccc(C(=O)/C=C/c2ccc(F)cc2)o1	1	-5	-5	-5	-0.1	5	-4	15	-5
CC(=O)Nc1ccc(NC(=O)CSc2nc(N)c(NC(=O)c3ccccc3F)c(=O)[nH]2)cc1	1	5	-2	-4	0.8	-1	6	2	-6
CC(C)N1C(=O)CCC1C(=O)NCc1ccc(F)cc1Cl (stereo not given)	0	-3	-3	-14	0.5	6	-11	0	7
COCCCNC(=O)c1ccccc1NS(C)(=O)=O	1	4	-3	-9	0.2	11	-3	-4	-2
Cc1cccc2nc(Cn3c(=O)n(CCCC(=O)NCc4ccco4)c(=O)c4ccccc43)cc(=O)n12	1	14	-9	-14	0.3	3	-28	1	-4
Cc1cccc(NS(=O)(=O)c2ccc(C)c(C(=O)NCc3ccccn3)c2)c1	4	-8	0	·	2.3	-1	·	-2	0
CCSc1nc2sc3c(c2c(=O)n1-c1ccc(OC)cc1)CCN(C)C3	1	3	-7	-9	0.5	5	-3	-5	-9
CC(C)CNC(=O)c1ccc(NC(=O)c2ccccc2[N+](=O)[O-])cc1	1	-2	0	-4	0.1	-10	2	6	8
Cn1c2c(c(=O)n(C)c1=O)CN(Cc1ccc3c(c1)OCO3)CN2	0	-8	-2	-5	0.3	-16	-5	1	-8
COc1ccc(C2CC(=O)C(C=NCCCN3CCOCC3)=C(O)C2)cc1 (stereo not given)	0	-8	-3	-8	0.8	-11	-2	4	-11
CCC(C)N1C(=O)S/C(=C/c2ccc(Sc3nc4ccccc4[nH]3)o2)C1=O (stereo not given)	18	11	-2	-17	6.6	33*	20	-17	1
Cc1cccc(NC(=O)c2ccc(S(=O)(=O)N3CCN(C)CC3)cc2)c1C	0	19	-6	-2	1.8	3	-9	-1	-9
Cc1cc(C)n2nc(SCC(=O)N3CCN(c4ccc(F)cc4)CC3)nc2n1	2	10	-7	-4	1.0	-4	-10	6	-9
CC(C)c1ccc(CNc2ccc3c(c2)ncn3C)cc1	11	-2	-9	-20	11	34*	-13	-14	-11
O=C(Cn1cnc2cc([N+](=O)[O-])ccc2c1=O)NCCc1ccc(Cl)cc1	3	-9	-4	-10	3.8	8	-13	0	-10
COc1ccccc1OCCC(=O)OCC(=O)Nc1ncc(Cl)cc1Cl	4	-3	-2	-12	2.5	-13	-27	-1	-9
O=C(Nc1ccccc1N1CCN(C(=O)c2ccccc2)CC1)c1cccc(Cl)c1	11	-3	-3	-3	4.2	5	-17	-6	-13
CC(C(=O)N1CCCCC1)N(C)CC(=O)Nc1ccc(Cl)cc1 (stereo not given)	1	-5	-5	-11	0.2	3	-4	0	-6
O=C(CCc1ccc(S(=O)(=O)NCCc2ccccc2)cc1)Nc1ccc2c(c1)OCO2	6	-1	-2	-7	3.3	7	3	-5	-8
Cc1ccc(SCC(=O)OCC(=O)NC(C)c2ccc(F)cc2)cc1 (stereo not given)	1	1	-4	-12	0.4	4	-11	0	0
